rTrxR1 inhibitor: qHTS Assay for Inhibitors of Mammalian Selenoprotein Thioredoxin Reductase 1 (TrxR1): qHTS | AID 588453, 2011 | Potency, µM (top dose mostly 114 µM), for the others: top-dose activity change, negative = inhibition, usual class: inhibitors | 390,000 compounds, 1% hits | Thioredoxin reductase 1, cytoplasmic (Rattus norvegicus), O89049 | recombinant rTrxR1, NADPH fluorescence consumption, selenite substrate; further: on the % scale 0 is the no-effect control and ±100 the full control effect; nearly all actives have a fitted effect of over 65% in size
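Rat TrxR1 (90 nM in the dispensed reagent) was pre-reduced with 400 uM NADPH for 5 min at room temperature, then incubated with compound for 15 min. After 400 uM selenite was added, NADPH fluorescence (Ex 340/Em 450 nm) was followed for 8 min.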
ERG Ets-DNA blk: qHTS for Small Molecule Inhibitors of the ERG Ets/DNA interaction; Transcriptional regulator ERG (Homo sapiens), P11308; fluorescence polarization, His-ERG Ets domain / labelled DNA; Potency, µM (doses to about 76.9 µM), for the others: at the highest dose FP activity, negative = inhibition, actives largely listed as inhibitors; 370,000 compounds, 0.028% hits; active means well fitted inhibition curve with a large enough effect in the polarisation, with a control signal flat; inconclusive means small, poorly fitted or top-dose-only effect, or effect the other way, or a change in a side signal; inactive means no such curve, though single readings can be large or run the other way; the % refers to the polarisation;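 further: polarization taken with two DNA probes labelled with fluorescein and Texas red; % of control where 0% means no effect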
Target sequence (P11308 whole entry, looked up, the tested form may be a part): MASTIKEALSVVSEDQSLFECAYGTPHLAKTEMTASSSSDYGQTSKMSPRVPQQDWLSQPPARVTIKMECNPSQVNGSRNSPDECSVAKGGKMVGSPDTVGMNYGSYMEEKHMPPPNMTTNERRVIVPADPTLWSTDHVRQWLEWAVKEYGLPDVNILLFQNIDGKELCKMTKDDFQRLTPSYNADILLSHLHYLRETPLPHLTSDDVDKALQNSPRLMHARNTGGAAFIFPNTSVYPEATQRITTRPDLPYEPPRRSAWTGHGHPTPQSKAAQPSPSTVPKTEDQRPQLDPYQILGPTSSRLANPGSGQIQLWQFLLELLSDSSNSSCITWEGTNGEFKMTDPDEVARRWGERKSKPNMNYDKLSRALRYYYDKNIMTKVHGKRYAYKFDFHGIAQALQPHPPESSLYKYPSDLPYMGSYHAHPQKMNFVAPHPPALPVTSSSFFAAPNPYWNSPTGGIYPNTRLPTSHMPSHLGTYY
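His-tagged ERG Ets domain (1 uM in the protein solution; 300mM KCl, 50mM Tris-HCl, 1mM EDTA, 1mM DTT, pH 7.5) received compound, then a probe mix of 5 nM fluorescein-DNA and 100nM Texas-615-DNA. Fluorescence polarization was read for both dyes.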
RGS4 inhibitor: Inhibitors of Regulator of G Protein Signaling (RGS) 4: qHTS | Regulator of G-protein signaling 4 (Homo sapiens), P49798 | Transcreener GDP fluorescence polarization, RGS4-accelerated GTP hydrolysis | Potency, µM (highest dose often 114 µM), for the others: at the top dose activity change, negative = inhibition, actives largely listed as inhibitors | 390,000 compounds, 0.039% hits | AID 504845, 2011; further: on the % scale 0 is the no-effect control and ±100 the full control effect; nearly all actives have a fitted effect of over 75% in size; some results filed as inactive show a strong effect at the top dose
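MLSMR compounds (23 nl, pin-transferred) preincubated 10 min at room temperature with a 500nM (2x) first reagent, then RGS4 at 900nM (2x) plus Transcreener GDP mix added; fluorescence polarization (620/688 nm) read before and after 90 min at 30 °C.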
HP1b binding inh: HTS for Inhibitors of HP1-beta Chromodomain Interactions with Methylated Histone Tails | Chromobox protein homolog 1 (Homo sapiens), P83916 | AlphaScreen HP1-beta / biotin-H3K9me3 peptide binding | Potency, µM (series often up to 114 µM), for inactives: at the highest dose activity change, negative = inhibition, hits mostly inhibitors | 390,000 compounds, 0.56% hits | AID 540317, 2011; further: nearly all actives have a fitted effect of over 70% in size; inactives centre near 23
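AlphaScreen: HP1-beta (50 nM) preformed 30 min with biotin-H3(1-18)K9me3 peptide (50 nM) in PBS pH 7.4, 0.01% Tween-20. Compound added for 30 min at RT, then streptavidin donor/nickel chelate acceptor beads (10 ug/mL) for 30 min.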
Tb PGK inh: qHTS Assay to Find Inhibitors of Phosphoglycerate Kinase. Phosphoglycerate kinase, glycosomal (Trypanosoma brucei brucei), P07378. PGK/GAPDH coupled, Kinase-Glo luminescence, 60 min. Potency, µM (titrated, usually from 57.5 µM), for the others: at the top dose activity change, negative = inhibition, usual class: inhibitors. 380,000 compounds, 0.043% hits; further: on the % scale 0 is the no-effect control and ±100 the full control effect; nearly all actives have a fitted effect of over 60% in size
Target sequence (P07378 whole entry, looked up): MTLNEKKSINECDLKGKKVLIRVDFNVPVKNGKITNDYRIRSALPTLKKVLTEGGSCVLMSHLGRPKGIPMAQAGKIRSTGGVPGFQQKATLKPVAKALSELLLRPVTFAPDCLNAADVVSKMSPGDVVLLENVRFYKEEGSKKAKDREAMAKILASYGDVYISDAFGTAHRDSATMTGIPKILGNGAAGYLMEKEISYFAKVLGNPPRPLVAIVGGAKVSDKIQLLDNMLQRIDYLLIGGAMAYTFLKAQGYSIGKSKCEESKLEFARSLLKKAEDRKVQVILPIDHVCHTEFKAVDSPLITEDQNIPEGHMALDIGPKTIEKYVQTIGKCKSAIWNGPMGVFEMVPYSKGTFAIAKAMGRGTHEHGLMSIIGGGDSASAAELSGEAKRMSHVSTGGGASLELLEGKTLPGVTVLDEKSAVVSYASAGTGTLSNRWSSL
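Recombinant glycosomal PGK reaction used 1,3-bisphosphoglycerate generated in-well by GAPDH (100nM final) in 100mM TEA pH 7.6, 5mM MgCl2, 0.01% Tween-20. After 60 minutes at room temperature, ATP was read by Kinase-Glo Plus luminescence end-point.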
Pin1 inhibitor: qHTS Assay to Find Inhibitors of Pin1; AID 504891, 2011; Pin1 FP peptide displacement, HiFluor488, 10 min; Potency, µM (titrated, usually from 115 µM), for inactives: at the highest dose activity, negative = inhibition, actives largely listed as inhibitors; Peptidyl-prolyl cis-trans isomerase NIMA-interacting 1 (Homo sapiens), Q13526; 390,000 compounds, 0.009% hits; active means well fitted inhibition curve with a large enough effect in the polarisation, with a control signal flat, not every such curve was filed as active; inconclusive means small, poorly fitted or top-dose-only effect, or effect the other way, or a change in a side signal; inactive means no such curve, though single readings can be large or run the other way; the % refers to the polarisation; further: on the % scale 0 is the no-effect control and ±100 the full control effect
ALOX12 inh: Primary qHTS assay for inhibitors of human arachidonate 12S-lipoxygenase (ALOX12): Round 2. Polyunsaturated fatty acid lipoxygenase ALOX12 (Homo sapiens), P18054. purified 12hLO, xylenol orange hydroperoxide absorbance. Potency, µM (titrated, usually from 108 µM), for the others: at the highest dose activity change, negative = inhibition, actives largely listed as inhibitors. 580,000 compounds, 1.1% hits. AID 1671190, 2021; further: on the % scale 0 is the no-effect control and ±100 the full control effect
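Hydroperoxide product was detected by ferrous iron/xylenol orange as the 573 to 405 nm absorbance ratio. Arachidonic acid at 40 uM (final) was turned over for 30 min at room temperature by 150 nM human 12hLO, pH 7.0 Hepes buffer, after 15 min compound preincubation.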
GLS inhibitor: qHTS for Inhibitors of Glutaminase (GLS). Glutaminase kidney isoform, mitochondrial (Homo sapiens), O94925. GLS enzymatic activity, qHTS titration. Potency, µM (doses to about 45.5 µM), without a hit: top-dose activity change, negative = inhibition, actives largely listed as inhibitors. 410,000 compounds, 0.21% hits; further: on the % scale 0 is the no-effect control and ±100 the full control effect
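hKGA; 45 mM KH2PO4 pH 8.2 + 0.02% Tween-20; cpd via pin tool; 1 mM Gln soln; GluOx/HRP/Amplex Red; RT 30 min; fluor. t0 & final.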
JMJD2A Tudor: qHTS Assay for Inhibitors of JMJD2A-Tudor Domain; Lysine-specific demethylase 4A (Homo sapiens), O75164; AlphaScreen JMJD2A-Tudor / H3K4me3 peptide binding; Potency, µM (highest dose often 114 µM), without a hit: at the top dose activity change, negative = inhibition, usual class: inhibitors; 390,000 compounds, 4.4% hits; AID 504339, 2011; further: on the % scale 0 is the no-effect control and ±100 the full control effect; nearly all actives have a fitted effect of over 50% in size
The depositor's hits bear a star; i = inactive; ? = inconclusive; / = no result given; & = joins results of further samples; [ ] = dose if it differs, or a comment. Unless noted, the call rests on the fitted dose curve; in most records, active means well fitted curve in the direction sought with a large enough effect; inconclusive means small, poorly fitted or top-dose-only effect, or another doubt; inactive means no such curve, though single readings can be large; an effect the other way counts as inactive or inconclusive. Potency means the concentration at half of the fitted maximal effect. An excerpt; count on the stated rates, not on these rows.

ERG Ets-DNA blk,GLS inhibitor,Pin1 inhibitor,HP1b binding inh,ALOX12 inh,rTrxR1 inhibitor,Tb PGK inh,RGS4 inhibitor,JMJD2A Tudor,structure
-0.5%,0.0%,?,?,-18.8%,-12.2%,-8.7%,-17.1%,11.2µM*,O=C(Nc1ccc(N2CCCCC2)cc1)c1ccc([N+](=O)[O-])o1
16.3%,-6.3%,15.7%,38.7%,61.0%[activator],17.1%,2.1%,6.8%,-9.0%,Cc1cc(C(=O)Nc2ccc(Cl)cc2)c2ccccc2n1
-6.7%,8.5%,-3.1%,58.0%[activator],-2.2%,-2.1%[57.1 µM],8.9%,7.6%,-7.1%,O=c1oc(-c2ccccc2F)nc2scc(-c3ccccc3)c12
-11.9%,-8.4%,?,38.2%,-1.2%,3.4%[57.1 µM],-7.6%,0.7%,-0.7%,Cc1cc(SCC(=O)OCC(=O)NCC2CCCO2)c(C)cc1Br (configuration not stated)
-3.2%,13.2%,-8.7%,26.0%,?,9.1%,-7.9%,32.9%,-13.1%,N=C(N)SCc1ccc(Cl)cc1Cl
-16.1%,-3.3%,4.4%,35.1%,6.2%,8.4%,-1.5%,-7.8%,-17.3%,CCOc1ccc(NC(=O)CSc2nnc(C3CC3)n2C2CC2)cc1
1.0%,2.6%,1.1%,19.9%,-1.3%,20.5%[57.1 µM],i,10.4%,3.6%,Cc1cc(NC(=O)CSc2ncc(C(=O)Nc3ccc(Cl)cc3)c(=O)n2C)no1
-11.9%,0.1%,-13.9%,?,?,-2.3%,-10.1%,-14.8%,1.58µM*,Cc1sc2ncnc(NCC(c3ccco3)N(C)C)c2c1C (configuration not stated)
-10.7%,11.3%,2.2%,29.4%,?,-29.7%,/,-33.4%,-9.2%,Fc1ccc(NC(=S)Nc2cccc(Cl)c2)cc1
-8.9%,5.0%,-6.0%,22.7%,0.0%,12.5%,-5.5%,8.2%,-11.1%,CN(c1ccccc1C(=O)Nc1ccccc1-c1ccccc1)S(C)(=O)=O
4.3%,7.1%,0.5%,12.3%,?,-13.0%,i,-22.5%,-6.4%,S=C(NCCCN1CCOCC1)Nc1ccc(Cl)c(Cl)c1
-6.5%,-15.9%,?,200.3%[activator],0.1%,-6.7%[57.1 µM],-1.8%,?,-16.2%,COc1cccc(-c2ccc3nnc(SCC(=O)Nc4ccc(NC(C)=O)cc4)n3n2)c1
2.8%,-2.9%,-12.4%,10.6%,4.9%,7.9%[57.1 µM],-9.3%,-4.3%,-11.0%,CCOc1ccc(-c2nc(Cn3c(=O)cc(-c4ccccc4)c4c(C)nn(C)c43)c(C)o2)cc1
1.8%,14.3%,2.9%,9.2%,?,16.9%[57.1 µM],9.8%,-7.6%,?,FC(F)(F)c1ccc2c(c1)n(Cc1ccccc1)c1[n+]2CCCCC1
-5.1%,-3.1%,-3.5%,-13.6%,?,-16.5%[57.1 µM],0.8%,15.8%,?,Cc1cc(OC(=O)c2cccc([N+](=O)[O-])c2)c(C)cc1CN1CCOCC1
7.1%,-1.9%,-0.2%,10.3%,9.1%,-9.0%,-3.9%,1.5%,-9.5%,N#Cc1cccnc1N1CCN(C(=O)c2ccco2)CC1
-6.5%,6.4%,2.9%,39.4%[activator],-27.1%&-5.8%,22.7%[57.1 µM],-1.4%,-14.9%,-11.1%,Cc1ccc2cccc(OCc3nnc(SCC(=O)O)n3C)c2n1
-5.4%,1.9%,2.1%,30.0%,3.0%,26.2%,/,15.3%,-16.0%,CCOc1ccc(C(=O)NCCO)cc1
-0.6%,1.3%,-3.6%,29.1%,-18.1%,12.6%[57.1 µM],i,-26.4%,-17.9%,CCCCN1C(=O)C(=O)N(CC(=O)Nc2sc(C)c(CC)c2C(=O)OCC)C1=O
-0.9%,-4.3%,0.9%,32.5%,5.1%,13.0%,-0.7%,15.3%,-2.8%,CSc1nnc(CNC(=O)c2ccccc2)n1-c1cccc(C)c1
14.2%,0.0%,-4.8%,42.1%[activator],-2.0%,18.9%,-1.5%,14.0%,3.5%,CC(=O)Nc1ccc(S(=O)(=O)NCCc2csc(-c3cccnc3)n2)cc1
-2.8%,-1.8%,-1.0%,-16.9%,4.2%,41.4%[11.4 µM],6.1%,7.3%,?,CC1(C)Cc2ccccc2/C(=C/C(=O)c2ccccc2)N1
-9.4%,1.2%,-0.2%,21.5%,15.4%,23.0%,1.1%,41.2%,3.4%,COc1ccc(N2CCN(S(=O)(=O)c3cc(Br)cnc3N)CC2)cc1
2.9%,6.1%,-1.8%,12.9%,-28.1%,1.1%,-4.3%,12.5%,-18.8%,O=C(Nc1c(C(=O)N2CCOCC2)oc2ccccc12)c1cccc([N+](=O)[O-])c1
-6.9%,7.1%,16.6%,99.0%[activator],-24.3%,-3.3%[57.1 µM],-11.1%,0.7%,0.3%,O=C(Nc1ccccc1)Nc1nnc(SCC(=O)N2CCCCC2)s1
1.0%,-8.1%,-4.9%,23.1%,-2.0%,14.8%[57.1 µM],-7.7%,-14.8%,-12.7%,CCCCNC(=O)COC(=O)CCC(=O)c1cccs1
-1.1%,-21.2%,7.2%,-9.1%,-12.3%,5.8%[57.1 µM],7.6%,6.3%,?,COC(=O)c1cccc(Nc2c(-c3ccc(SC)cc3)nc3nc[nH]n23)c1
28.6%,-6.4%,11.0%,52.6%[activator],-16.0%,-12.9%[57.1 µM],-8.5%,-39.0%,3.9%,Cc1ccc(S(=O)(=O)N2CCC(C)CC2)cc1C(=O)NCc1ccccn1
5.0%,22.7%,-2.3%,4.9%,-30.4%,-5.5%,-3.1%,-26.9%,-18.6%,COc1ccc(Cc2nnc(SCC(=O)Nc3cc(Cl)ccc3OC)[nH]c2=O)cc1
4.5%,-3.9%,2.4%,74.9%[activator],-22.5%,24.2%,i,-9.7%,0.7%,O=C(OCCOc1ccccc1F)c1cccc(S(=O)(=O)N2CCOCC2)c1
-5.9%,10.7%,-20.0%,22.5%,?,-20.0%,4.5%,7.3%,-23.4%,Cc1ccc(C#CC[N+]2(CC#Cc3ccc(C)cc3)CCCCC2)cc1
1.5%,31.8%,-2.4%,24.0%,498.4%[activator],4.1%,9.8%,13.8%,0.0%,Cc1cc(Cl)ccc1NC(=O)CSc1n[nH]c(N)n1
-2.3%,-11.6%,3.6%,31.0%,-14.1%,25.8%,-7.3%,0.9%,-11.7%,Cc1c(Cl)cccc1N(CC(=O)O)S(C)(=O)=O
5.0%,8.7%,-3.4%,14.7%,-2.6%,9.5%,-7.7%,3.8%,-1.7%,CCOc1ccc(C(=O)Nc2ccc3nc(N(CC)CC)cc(C)c3c2)cc1
-5.8%,0.0%,1.4%,-2.4%,1.6%,18.7%,3.1%,-26.1%,-10.1%,CN(CC(=O)Nc1ccccc1Cl)C(=O)CSC(=S)N1CCCC1
2.1%,12.9%,0.4%,15.5%,-1.8%,12.7%[57.1 µM],-1.6%,27.7%,12.7%,Cc1ccccc1C(=O)NCCSc1ccccc1
-2.5%,-4.1%,18.5%,19.4%,0.0%,12.0%,4.1%,-28.0%,-9.0%,Cc1ccc(C)c(NC(=O)C2CCCN(S(=O)(=O)c3cccc4nsnc34)C2)c1 (configuration not stated)
9.1%,5.5%,4.5%,76.8%[activator],0.0%,-6.6%,-12.7%,-9.4%[56.9 µM],-19.6%,CCCCc1cc(=O)oc2cc(OCC(=O)NCc3ccccn3)c(Cl)cc12
10.7%,22.1%,0.2%,30.8%,-9.4%,2.8%,-4.2%,-6.7%,-13.0%,Nc1nc(SCC(=O)NCc2ccccc2)[nH]c(=O)c1NC(=O)c1ccccc1F

Part of the list above, showing only RGS4 inhibitor and HP1b binding inh:
smiles,RGS4 inhibitor,HP1b binding inh
Cc1ccccc1C(=O)NCCSc1ccccc1,27.7%,15.5%
COc1ccc(Cc2nnc(SCC(=O)Nc3cc(Cl)ccc3OC)[nH]c2=O)cc1,-26.9%,4.9%

Assay outcomes (PubChem)
